# NPY Y2 blocker: antagonists of human neuropeptide Y receptor Y2; P49146; NPY-Y2 expressing cells, antagonist mode; inhibition, % at 2.7 µM; 140,000 tested, 0.99% active; AID 793; in the data active = inhibition above about 17%;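 note: 0% = vehicle with agonist challenge and 100% = reference antagonist with challenge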
# Target sequence (P49146 whole entry, looked up): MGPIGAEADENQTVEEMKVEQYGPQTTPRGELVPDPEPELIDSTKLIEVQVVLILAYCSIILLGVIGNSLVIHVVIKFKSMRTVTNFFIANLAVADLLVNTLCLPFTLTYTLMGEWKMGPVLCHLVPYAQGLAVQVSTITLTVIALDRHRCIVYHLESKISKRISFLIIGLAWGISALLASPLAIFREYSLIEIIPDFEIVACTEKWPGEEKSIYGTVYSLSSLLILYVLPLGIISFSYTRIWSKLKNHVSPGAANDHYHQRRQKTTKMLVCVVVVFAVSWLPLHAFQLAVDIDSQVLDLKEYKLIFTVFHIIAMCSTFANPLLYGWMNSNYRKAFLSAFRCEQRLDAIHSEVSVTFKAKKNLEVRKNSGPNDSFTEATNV
# GALR2 antag: blocks the human galanin receptor 2; inhibition, % at 4 µM; 140,000 tested, 0.39% active; O43603; GALR2-expressing cells, antagonist mode; in the data active = inhibition above about 27%;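 note: cells stimulated with galanin 1-16 at roughly its EC80; 0% = agonist challenge control and 100% = basal control without agonist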
# Target sequence (O43603 whole entry, looked up): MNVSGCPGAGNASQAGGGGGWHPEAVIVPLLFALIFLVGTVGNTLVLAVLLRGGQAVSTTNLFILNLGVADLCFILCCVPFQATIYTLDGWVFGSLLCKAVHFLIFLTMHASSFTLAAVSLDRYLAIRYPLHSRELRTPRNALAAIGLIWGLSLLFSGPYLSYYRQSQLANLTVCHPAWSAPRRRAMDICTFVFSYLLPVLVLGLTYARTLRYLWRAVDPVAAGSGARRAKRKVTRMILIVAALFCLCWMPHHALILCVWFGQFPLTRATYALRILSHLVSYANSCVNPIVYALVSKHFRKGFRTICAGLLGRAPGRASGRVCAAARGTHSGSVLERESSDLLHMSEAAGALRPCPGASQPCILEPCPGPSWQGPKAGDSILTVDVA
# Phagocyt inh: blocks phagocytosis by macrophages. J774A.1 macrophage IgG-bead phagocytosis, imaging. inhibition, % at 5 µM. 110,000 tested, 0.07% active. AID 1029;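 active = inhibition above the mean of the plate negative controls plus 5 SD, cut at about 13% in these data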;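 note: phagocytic index as fraction of beads internalized from green versus red external bead signal; plate controls were DMSO negative control for no effect and cytochalasin-D positive control for full effect; some results beyond the cut were filed as inactive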
# HCT116 PTEN-null: suppresses growth of cells with PTEN deletion; HCT116 PTEN-null viability, CellTiter-Glo, 60 h; hits give low values; viability, % at 10 µM; 140,000 tested, 1.2% active; AID 827;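 active = viability at or below a set limit, 4 SD under the median of all tested compounds, cut at about 3.7% in these data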;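 note: PTEN knockout HCT116 line with beta catenin targeted HCT116 as companion control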
# HCT116 bCat-KO: beta-catenin-lacking colon tumor cell growth suppression | viability, % at 10 µM | HCT116 beta-catenin knockout viability, CellTiter-Glo, 60 h; hits give low values | 140,000 tested, 1.5% active | AID 818;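 active = viability at or under a set limit, the compound median less 4 SD, cut at about 6% in these data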;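 note: 0% = Hyamine 1622 control at 20 µM and 100% = untreated cell control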
# Yeast life ext: yeast lifespan extension | S. cerevisiae growth with nicotinamide, OD615; deaD strain in restrictive glucose medium | inhibition of the nicotinamide effect, % at 10 µM | 130,000 tested, 0.68% active | AID 775;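 active = inhibition above a set limit, placed 3 SD over the median of all compounds, cut at about 26% in these data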;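 note: 0% = nicotinamide-treated wells and 100% = cells grown without nicotinamide; some compounds called inactive have numbers as strong as hits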
#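 assay system = DeaD-strain S. cerevisiae | measured by = absorbance at 615 nm | probe or stimulus = nicotinamide 1.5 mM | buffer or medium = CSMM-D glucose medium, restrictive | times = 48 h at 30 °C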
# Measles CPE: protection of cells from measles virus; Measles virus-infected cells, CPE protection, absorbance; 140,000 tested, 1.5% active; protection (pct of control), % at 4 µM; AID 841; in the data active = protection mostly above about 24%, no sharp cut-off; inactive = mostly below about 26%; note: some compounds called inactive have numbers as strong as hits
# Yeast growth inh: yeast BB579 growth reduction in restrictive medium; 140,000 tested, 0.51% active; S. cerevisiae BB579 growth, OD615, 48 h; inhibition, % at 10 µM;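 active = inhibition above a set limit, 3 SD over the mean compound inhibition, cut at about 44% in these data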; note: inactives centre near -24
#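 System: DeaD yeast strain BB579; buffer or medium: CSMM-D dextrose restrictive medium; technique: OD at 615 nm; schedule: 4 h cell preincubation, 48 h compound exposure, 30 °C humidified; doses: single 10 µM dose; controls: amphotericin B 10 µg/mL, positive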
# MRP-1 activ: activators of MRP-1; 140,000 tested, 0.61% active; viability increase, % at 10 µM; AID 799; H69AR cells + doxorubicin, viability rescue, CellTiter-Glo;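 active = viability gain under doxorubicin at or above a set limit, the compound median plus 3 SD, cut at about 4.7% in these data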;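 note: MRP-1 overexpressing cells given doxorubicin 25 µM after compound pretreatment; 18-22 h compound pretreatment then 72 h with doxorubicin before readout; 0% = doxorubicin-only wells and 100% = vehicle-treated cells without doxorubicin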
# E-sel TNF inh: blocks E-selectin expression induced by TNF alpha. HUVEC TNFa-induced E-selectin immunofluorescence, high content. inhibition, % at 2 µM. 120,000 tested, 0.71% active. AID 1246;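 active = inhibition above the batch mean plus 3 SD, and confirmed as a hit on visual image review, cut at about 43% in these data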;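 note: 0% = TNF-stimulated DMSO wells and 100% = unstimulated control wells; not every result past the cut was called active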
# * marks the source's active call; other numbers are inactive results; x = not tested or not shown. Rows are unselected, and some 6.1% of all compounds hit somewhere here.
SMILES,NPY Y2 blocker,GALR2 antag,Phagocyt inh,HCT116 PTEN-null,HCT116 bCat-KO,Yeast life ext,Measles CPE,Yeast growth inh,MRP-1 activ,E-sel TNF inh
CN1C(=O)C(O)(C2OC(C)(C)CCC2=O)c2ccccc21 (stereo unspecified),-2.3,-10.2,-0.1,102.7,96.4,-7.0,25.7,-12.3,-3.2,x
O=C(CCCN1C(=O)CCC1=O)Nc1ccc(Cl)c(C(F)(F)F)c1,2.3,3.0,1.1,94.4,110.6,-10.2,10.2,-19.3,-0.7,-29.7
CC(C)n1cnc2cc(NCc3nc4ccccc4n3C)ccc21,3.6,1.8,0.6,82.4,99.0,2.1,6.3,-36.5,-2.7,-2.8
Cc1ccc(-n2nnnc2-c2cnoc2-c2cccc(F)c2)cc1,6.8,2.4,x,90.5,92.9,x,1.5,-25.9,-2.5,-20.5
Cc1nn(C)c(C(=O)Nc2ccc(Br)cc2F)c1Br,4.6,16.2,8.4,56.6,57.8,-4.2,3.6,-27.8,-2.7,x
CCOC(=O)COc1ccc(S(=O)(=O)Nc2ccc3c(c2)OCO3)cc1,-1.3,9.9,0.1,99.0,112.4,-7.7,7.3,-27.8,-0.5,4.2
O=C(CN1CCN(c2ncc(C(F)(F)F)cc2Cl)CC1)Nc1ccc2c(c1)OCO2,7.8,-3.8,-0.1,89.5,84.4,-7.9,31.2,-56.9,-3.6,-8.5
CCCn1c(C)cc(/C=C(\C#N)C(=O)OCC(=O)Nc2ccc(OC)c(Cl)c2)c1C,6.7,-11.1,-3.8,90.5,87.8,-0.8,24.3,-16.8,9.4*,-4.8
Cc1cc2cc(C)c3nnc(SCc4ccccn4)n3c2cc1C,2.1,-5.5,x,90.3,100.2,-3.9,5.6,-43.8,-3.2,x
Cc1cc(=O)[nH]c(SCC(=O)Nc2ccc(S(=O)(=O)N3CCCCC3)cc2)n1,4.5,1.0,-1.7,98.0,103.0,-12.7,36.6,-3.6,-0.4,-20.0
O=C(NCCCN1CCOCC1)C1CCC(=O)N1C1CCCCC1 (stereo unspecified),1.8,12.3,-0.2,117.2,102.4,2.2,18.6,-46.6,-0.6,2.2
CCC(C)(C(=O)NC1CCCCC1)N(Cc1ccco1)C(=O)c1ccc2c(c1)OCO2 (stereo unspecified),43.1*,-3.8,3.1,75.7,74.9,-6.1,15.1,-10.4,-2.0,18.4
CCc1ccc(N/C(SC)=C(/C#N)C(N)=O)cc1,1.7,13.9,x,94.7,83.4,1.9,39.6*,20.1,-2.3,8.7
Nc1c(C(=O)NC2CCCCC2)nsc1C(=O)OCC(=O)NC1CCCCC1,-2.0,-2.2,-0.1,68.5,77.4,-10.4,5.0,-22.6,0.4,26.4
COc1ccc(-c2noc(COc3ccc4c(c3)OCO4)n2)cc1OC,12.0,7.8,3.0,87.7,82.0,-20.4,28.8,-31.3,-3.0,-0.5
CC(Oc1ccc(Cl)cc1Cl)C(=O)NNC(=O)C(=O)N1CCCCC1 (stereo unspecified),2.1,17.4,-3.1,93.8,93.9,-2.8,10.1,-13.9,-2.7,4.9
CCn1c(-c2cc(Cl)ccc2OC)n[nH]c1=S,3.0,-5.5,0.3,87.2,79.6,-1.8,9.4,9.7,-1.5,-3.4
CCOc1ccc(NS(=O)(=O)c2ccc(NS(=O)(=O)c3ccccc3)cc2)cc1,1.3,-19.0,-0.9,92.9,90.2,-13.3,11.4,-45.9,-1.9,2.1
CC(CCc1ccccc1)NC(=O)C(=O)NCCO (stereo unspecified),3.2,-0.5,-2.7,100.8,101.5,-17.2,7.0,0.6,-1.1,-41.5
CN1CCN(C(=O)c2ccccc2-c2ccccc2C(=O)O)CC1,1.1,15.1,3.2,102.7,91.1,7.6,18.1,-22.8,0.5,x
CSc1nc(N2CCOCC2)c2c3c(sc2n1)CCC3,2.7,-3.0,6.2,98.5,92.8,-7.6,4.7,-19.6,-1.4,8.2
Nc1nc(CSCCO)nc(Nc2ccc(F)cc2)n1,0.5,5.4,-0.5,95.7,96.8,-6.9,4.5,-14.7,0.1,1.5
COc1ccc(NS(=O)(=O)c2cc(NC(=O)CNC(=O)c3cccc(OC)c3)ccc2C)cc1,4.3,6.8,-4.1,72.0,77.0,-0.1,1.9,-16.3,0.2,2.8
C=CCNC(=O)c1ccc(Cl)cc1Cl,1.3,-8.6,1.2,106.1,103.6,-6.8,8.6,-1.1,-1.4,5.0
CN(CCCC(=O)Nc1nccs1)S(=O)(=O)c1ccc(Cl)cc1,1.0,9.4,-1.3,93.6,94.0,-5.8,15.3,-19.8,-1.4,6.5
CCC(C)NC(=O)CSc1nc2ccccc2c(=O)n1CCCC(=O)NCC1CCCO1 (stereo unspecified),0.4,-16.5,-3.7,105.9,91.8,-0.7,8.6,-36.8,-0.9,x
Cc1ccccc1NC(=O)C1(NC(=O)c2cccc(N3C(=O)CSC3c3ccccc3)c2)CCCCC1 (stereo unspecified),3.8,-8.0,-1.0,82.1,81.0,-1.1,5.8,-6.9,-1.5,-1.5
O=C(NC1CCCCC1)C(Cc1ccccc1)NS(=O)(=O)c1cccs1 (stereo unspecified),2.9,-8.8,1.2,89.6,91.1,-4.7,17.0,-36.6,-1.6,-10.9
Cc1ccc(Nc2nc(-c3ccc(S(=O)(=O)N4CCCC4)cc3)cs2)cc1C,-1.3,7.6,1.6,31.7,24.3,-3.5,3.9,-32.5,-0.2,7.9
CCOC(=O)C1CCN(C(=O)NC23CC4CC(CC(C4)C2)C3)CC1,0.9,1.3,-0.9,90.5,94.3,-1.2,2.9,-23.7,-2.5,4.1
CCOC(=O)CSc1nnc(SCCN2C(=O)c3ccccc3C2=O)s1,2.9,4.6,1.9,108.9,97.1,-5.7,0.2,1.6,-0.2,18.2
O=C(O)c1ccccc1NCN1C(=O)C2CC=C(Cl)CC2C1=O (stereo unspecified),1.4,7.8,-1.0,90.5,96.5,-17.1,4.4,-8.7,-0.3,x
C/C(Cl)=C\Cn1c(Nc2ccccc2)nc2c1c(=O)n(C)c(=O)n2C,4.6,0.3,-0.8,75.3,74.9,-12.6,24.7*,-38.3,-0.5,-3.7
CC1(C)Cc2cccc(OCC(=O)Nc3ccccc3N3CCOCC3)c2O1,0.5,13.6,0.6,81.8,76.0,-7.4,10.2,-80.0,-0.7,x
Cc1ccc(N2CC(C(=O)Nc3nnc(C)s3)CC2=O)cc1 (stereo unspecified),1.2,8.8,-0.5,91.5,89.4,-21.4,17.5,-43.7,-1.6,-18.9
Cc1ccc(N2C(=O)c3n[nH]c(C)c3C2c2cccnc2)cc1 (stereo unspecified),2.9,-1.4,-0.1,96.9,96.0,-12.6,3.5,-12.2,-2.7,x
Cc1ccc([N+](=O)[O-])cc1S(=O)(=O)NCCc1c(C)[nH]c2c(C)cccc12,-3.2,13.3,x,98.8,97.1,7.4,10.3,-43.4,-1.8,x
COC(=O)c1c(NC(=O)CSc2nc(-c3ccco3)cc(C(F)(F)F)n2)sc2c1CCCC2,-0.3,-12.3,1.4,85.8,99.7,-4.7,7.2,-12.8,-4.0,-8.7
COc1ccc(NC(=O)/C(C#N)=C/c2ccc(Br)o2)cc1,4.8,1.1,1.4,94.3,87.5,-14.0,4.7,-52.3,-2.1,-0.8
CC(C)CCn1c(CN2CCN(C(=O)c3ccco3)CC2)nc2c1c(=O)n(C)c(=O)n2C,-0.6,2.1,-0.4,82.4,76.3,-6.8,5.8,-5.5,-3.4,x

# Part of the list above, with values under each structure:
# The line under a structure holds: NPY Y2 blocker | GALR2 antag | Phagocyt inh | HCT116 PTEN-null | HCT116 bCat-KO | Yeast life ext | Measles CPE | Yeast growth inh | MRP-1 activ | E-sel TNF inh
CCOC(=O)CSc1nnc(SCCN2C(=O)c3ccccc3C2=O)s1
  2.9 | 4.6 | 1.9 | 108.9 | 97.1 | -5.7 | 0.2 | 1.6 | -0.2 | 18.2
O=C(O)c1ccccc1NCN1C(=O)C2CC=C(Cl)CC2C1=O (stereo unspecified)
  1.4 | 7.8 | -1.0 | 90.5 | 96.5 | -17.1 | 4.4 | -8.7 | -0.3 | x

# Remaining list, next part.
SMILES,NPY Y2 blocker,GALR2 antag,Phagocyt inh,HCT116 PTEN-null,HCT116 bCat-KO,Yeast life ext,Measles CPE,Yeast growth inh,MRP-1 activ,E-sel TNF inh
CCCCSCc1[nH]c(=O)[nH]c1C(=O)CCCCC(=O)OCC,0.4,5.5,-0.5,104.8,96.1,-27.9,4.1,1.5,-3.8,-14.2
COCc1nnc(SCC(=O)NC(C)c2ccccc2)n1-c1ccccc1 (stereo unspecified),-0.8,7.2,-0.4,102.6,88.2,0.7,8.2,-31.5,-0.1,2.5
Cc1cc(-c2nnc3sc(-c4ccc(Cl)cc4Cl)nn23)n[nH]1,1.3,1.2,0.0,91.7,83.0,-6.9,1.3,-62.4,-1.4,-4.1
CC(C)(C)NC(=O)/C(=C/c1ccco1)c1ccccc1,-2.5,1.4,x,93.5,108.9,-9.1,0.0,4.1,-0.9,x
CC(C)CCNC(=O)C1CCCCN1S(=O)(=O)c1ccc(F)cc1 (stereo unspecified),0.1,4.5,-2.8,86.9,101.4,-7.1,2.3,-30.6,-2.1,8.8
CCOC(=O)c1cc(S(=O)(=O)NC2CCN(C(=O)OCC)CC2)cn1C,-2.3,-1.6,-1.0,81.6,78.5,0.0,37.5,-47.4,-2.0,x
Cc1ccc(O)c(Sc2cc(C)ccc2O)c1,-1.6,6.4,-3.1,58.3,68.2,-40.4,6.9,4.0,-4.9,x
CCN(CCN(C)C)C(=O)Cn1ncc2c1-c1cc(C)ccc1OC2,2.0,-8.6,1.3,104.4,101.4,-6.5,22.8,-9.1,-1.0,1.1
Cn1c(=O)c(C(=O)Nc2ncccn2)c(O)c2ccccc21,2.1,7.9,0.4,83.0,79.7,-13.7,12.0,68.5*,-2.9,-26.4
CCc1nnc(/N=C/c2c(O)n(-c3ccc(Cl)cn3)c(=O)c3ccccc23)s1,1.4,-7.3,-3.3,92.6,82.9,-3.2,5.3,-8.1,-2.4,-10.6
COCCN(Cc1cc2cccc(C)c2n2nnnc12)C(=O)C(F)(F)F,2.0,-7.8,1.0,90.0,89.9,-3.7,3.6,-10.7,-1.7,0.9
COc1ccc(-c2nc(CS(=O)CC(=O)NCCCN3CCCC3)c(C)o2)cc1OC (stereo unspecified),-1.0,-2.3,-1.5,81.5,92.2,-5.5,29.4,-5.1,-2.2,-61.8
CC1(C)CC(=O)C2=C(C1)c1c(ccc3ccccc13)NC2c1ccc(Br)o1 (stereo unspecified),-2.7,-9.2,0.2,71.5,59.4,3.6,14.8,-104.9,-0.8,-6.5
O=C(Cn1nc(C(F)(F)F)c2c1CCC2)N1CCN(c2ccccc2)CC1,-0.9,-8.8,-0.6,89.6,91.1,-5.4,10.5,-26.3,-2.1,x
COCCNC(=O)COC(=O)c1[nH]c(C)c(C(C)=O)c1C,3.0,-6.3,x,96.1,100.7,-11.6,2.0,7.8,-3.3,7.7
CCn1cc(C(=O)NCCCOC)c(=O)c2cc(S(=O)(=O)N(C)C3CCCCC3)ccc21,1.6,-1.3,-0.5,78.0,80.2,-2.0,21.0,-21.4,-3.1,x
Clc1ccc(Nc2nc(-c3cccs3)cs2)nc1,-2.8,10.5,-1.7,54.6,62.2,-11.8,5.6,-38.3,-2.4,-24.7
